EPAC2 antagonist: antagonists of human EPAC2; Q8WZA2; EPAC2 GEF exchange of Rap1B-BODIPY-GDP, fluorescence; Potency, µM (top dose mostly 114 µM), inactives show top-dose activity, negative = inhibition, usual class: inhibitors; actives 0.18% (n = 360,000); AID 720708; also: potency is read from the fitted curve at half-maximal effect; % is scaled to controls: 0 for no effect and ±100 for the full control effect; nearly all actives have a fitted effect of over 45% in size; many of its hits are not listed in these tables
Akt phos inh: inhibitors of Akt phosphorylation; activity change, % for hits at 50 µM; Neuro2A IGF-stimulated pAkt S473 HTRF, 20 min; stronger effect = lower value; actives 0.32% (n = 360,000); in the data active = activity change below about -80%; inconclusive = mostly about -51% to -80%; also: % is scaled to controls: 0 for no effect and ±100 for the full control effect
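Neuro2A cells (4,500/well, DMEM with 0.5% FBS) were treated with compound at a single 50 µM final concentration, stimulated with 6 nM IGF for 20 min at 37 °C, and lysed. Phospho-Akt Ser473 was read by HTRF as 665/615 ratio ×10^4.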
CCT modulator: changes cytosolic chaperonin activity | purified chaperonin ATPase assay, HTRF ADP detection, 30 min | activity change, % (no concentration beside the values), hits read low | actives 0.3% (n = 360,000); in the data active = activity change below about -30%; also: % is scaled to controls: 0 for no effect and ±100 for the full control effect
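Nucleotide hydrolysis assay: TRiC at 20–40 nM final (set by batch activity) with 10 uM ATP, 30 min at 37 °C, in presence of 76 uM compound. Detection by competitive ADP HTRF, 30 min ambient.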
DRD3 agonist: activates the human D3 dopamine receptor. P35462. D3R DiscoveRx beta-arrestin cells, luminescence, 90 min. max activation, %. actives 0.58% (n = 410,000). AID 652048; in the data active = max activation above about 30%; also: 0% is about no effect; mostly tested at two doses, the higher about 12 µM
Target sequence (P35462 whole entry, looked up): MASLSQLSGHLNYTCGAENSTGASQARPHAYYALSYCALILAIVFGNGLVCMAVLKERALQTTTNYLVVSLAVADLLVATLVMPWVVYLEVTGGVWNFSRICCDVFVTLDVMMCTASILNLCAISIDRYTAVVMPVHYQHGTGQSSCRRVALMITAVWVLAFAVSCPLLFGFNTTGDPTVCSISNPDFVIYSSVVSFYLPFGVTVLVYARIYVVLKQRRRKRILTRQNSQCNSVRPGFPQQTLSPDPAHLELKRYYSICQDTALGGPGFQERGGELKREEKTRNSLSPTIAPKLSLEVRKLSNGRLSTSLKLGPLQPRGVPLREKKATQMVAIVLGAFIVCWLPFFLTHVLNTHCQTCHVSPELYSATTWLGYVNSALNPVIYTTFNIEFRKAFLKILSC
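Agonist-mode cell screen: cells plated at 1500/well and incubated overnight at 37 °C, then exposed to library compounds for 90 min at 37 °C. Detection reagent was added for 30–60 min at room temperature, and luminescence was read.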
EPAC2 ag: activates human EPAC2 exchange factor; EPAC2 activation, biochemical qHTS; response scale: 100% = 6.5 mM cAMP response; Potency, µM (titrated, usually from 154 µM), for the others: top-dose activation, hits mostly activators; actives 0.079% (n = 360,000); also: potency is read from the fitted curve at half-maximal effect; nearly all actives have a fitted effect of over 50% in size
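EPAC2 (100 nM) mixed with Rap1B loaded with BODIPY-GDP (250 nM) plus 50 uM unlabeled GDP; compounds pinned in, 5 min RT, then read every 5 min for 30 min (ex 480, em 540 nm). Normalized to cAMP control.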
Mm-Cpn inhibitor: blocks the Methanococcus maripaludis chaperonin Mm-Cpn; purified Mm-Cpn ATPase, ADP Transcreener TR-FRET; Potency, µM (series often up to 76.9 µM), without a hit: top-dose activity, negative = inhibition, hits mostly inhibitors; actives 0.031% (n = 330,000); also: potency is read from the fitted curve at half-maximal effect; % is scaled to controls: 0 for no effect and ±100 for the full control effect; nearly all actives have a fitted effect of over 80% in size
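Purified archaeal chaperonin (25 nM final) was preincubated with compound for 10 min at 37°C, then ATP (10 uM final) was added for 30 min at 37°C in Tris pH 7.4/KCl/MgCl2/DTT buffer. ADP was quantified by HTRF Transcreener TR-FRET.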
D3 antag: antagonists of human D3 dopamine receptor; actives 2.5% (n = 360,000); D3R cells, DiscoveRx beta-arrestin luminescence, antagonist mode; stronger effect = lower value; P35462; max response, negative = inhibition, %; AID 652054; in the data active = max response below about -50%; inconclusive = no clear call, values can overlap the other calls; also: % is scaled to controls: 0 for no effect and ±100 for the full control effect; mostly tested at two doses, the higher about 12 µM
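Cells expressing the human receptor were seeded at 1500 cells/well, incubated overnight at 37 degrees C in 5% CO2, then exposed to library compounds with dopamine controls for 90 minutes at 37 degrees C before luminescent detection.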
PTHR1 ag: PTHR1 (human) receptor agonism; Q03431; HEK293 GP2 PTHR1 cells, GloSensor cAMP luminescence, 1 h; Potency, µM (doses to about 115 µM), inactives show at the highest dose activation, hits mostly activators; actives 0.075% (n = 410,000); AID 743266; also: potency is read from the fitted curve at half-maximal effect; nearly all actives have a fitted effect of over 55% in size; some results filed as inactive show a strong effect at the top dose; inactives centre near -15; many of its hits are not listed in these tables
Target sequence (Q03431 whole entry, looked up): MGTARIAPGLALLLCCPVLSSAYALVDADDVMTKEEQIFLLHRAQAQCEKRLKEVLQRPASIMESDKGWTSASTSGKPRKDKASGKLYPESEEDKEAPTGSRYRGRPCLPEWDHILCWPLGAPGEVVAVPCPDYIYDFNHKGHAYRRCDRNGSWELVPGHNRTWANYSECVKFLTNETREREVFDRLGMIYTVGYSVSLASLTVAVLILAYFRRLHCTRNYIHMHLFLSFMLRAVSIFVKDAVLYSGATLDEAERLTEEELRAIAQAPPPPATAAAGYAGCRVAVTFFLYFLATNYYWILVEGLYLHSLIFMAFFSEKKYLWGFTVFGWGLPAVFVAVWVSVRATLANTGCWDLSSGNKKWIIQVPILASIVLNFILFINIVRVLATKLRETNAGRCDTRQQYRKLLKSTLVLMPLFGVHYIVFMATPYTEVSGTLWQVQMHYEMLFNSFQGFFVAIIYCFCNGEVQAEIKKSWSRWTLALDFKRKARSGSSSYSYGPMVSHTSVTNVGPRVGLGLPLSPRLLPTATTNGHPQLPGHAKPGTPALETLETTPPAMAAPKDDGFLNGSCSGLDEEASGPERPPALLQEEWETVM
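HEK-293-derived GP2 cells expressing PTHR1 and a GloSensor cAMP reporter, 3,000/well, plated overnight, given luciferin plus IBMX (each 0.5 mM as added) for 1 h at 37 °C, then compound for 1 h at 37 °C. Luminescence was read after 15 min at room temperature.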
An asterisk follows results filed as active; i = inactive; ? = inconclusive; · = not tested or not shown; [ ] = dose if it differs, or a comment. Unless noted, calls follow the shape of the dose curve; as a rule, active = well fitted curve in the direction sought with a large enough effect; inconclusive = small, poorly fitted or top-dose-only effect, or another doubt; inactive = no such curve, though single readings can be large; an effect the other way counts as inactive or inconclusive. A portion of the library (hit frequency here may not be typical).

SMILES | EPAC2 antagonist | Akt phos inh | CCT modulator | DRD3 agonist | EPAC2 ag | Mm-Cpn inhibitor | D3 antag | PTHR1 ag
CC(C(=O)NC(=O)NC1CCCCC1)N(C)CC(=O)Nc1ccc(F)c(F)c1F (stereo not drawn) | 0.8% | i | -0.5 | 8.4 | 8.7% | -0.9% | -7.4 | -29.0%
Cn1cnc(S(=O)(=O)Nc2ccccc2C(=O)NCC2CC2)c1 | -7.1% | i | -1.5 | -3.5 | 6.8% | 1.7% | -1.7 | -6.3%
O=[N+]([O-])c1cc(-c2nc(-c3ccncc3)no2)cc([N+](=O)[O-])c1 | 7.1% | i | -1.4 | -1.3 | -1.3% | -1.6% | 1.1 | -2.7%
O=C(Oc1ccccc1Cl)c1ccc2c(=O)n3c(nc2c1)CCC3 | 0.4% | i | -2.7 | 0.0 | -9.3% | -0.2% | -0.4 | i
CCOCCn1c(CN2CCN(c3cccc(Cl)c3)CC2)nc2c1c(=O)n(C)c(=O)n2C | 2.2% | i | -1.0 | -1.6 | 15.2% | -3.0% | -11.3 | -9.6%
Cc1ccc(CNC(=O)C(C)OC(=O)c2ccco2)cc1 (stereo not drawn) | 2.0% | i | -1.4 | 4.9 | 13.1% | 0.1% | 19.3 | i
CCn1nnnc1-c1ccc(OC)c(S(=O)(=O)N2CCCCC2)c1 | 10.8% | i | -1.7 | -4.0 | 2.0% | 0.2% | 6.7 | -2.9%[57.5 µM]
O=C(Nc1ccc(F)cc1)Nc1nnc([C@H]2C[C@H](O)[C@@H](CO)O2)s1 | 3.2% | i | 0.6 | 0.6 | 3.5% | · | 16.1 | -6.7%
COC(=O)[C@]12CCCCC=C1N(Cc1ccc3c(c1)OCO3)C(=O)[C@H](CC(=O)NCC1CCCCC1)C2 | -11.3% | i | · | 3.2 | 8.3% | · | -5.8 | -8.8%
COc1cccc(OCCn2cccc2/C=C2/C(=N)N3OC(C)=CC3=NC2=O)c1 | -2.9% | i | -1.4 | -0.5 | 8.8% | -1.3% | -8.2 | -1.0%
COc1ccc(N2CCN(CNC(=O)c3ccccc3)CC2)cc1 | 5.2% | i | 1.4 | -12.1 | 9.8% | -2.3% | -10.5 | -7.1%
O=C(NCCc1nc(-c2ccccc2Cl)no1)c1ccccc1 | 5.9% | i | -0.3 | -0.2 | 3.8% | · | 3.6 | -50.1%[inhibitor]
Cc1ccc(-n2c(N)c(C#N)c(-c3ccc(Cl)cc3)c(C#N)c2=O)cc1 | 11.7% | ? | 0.7 | 2.8 | -4.0% | -1.1% | 0.0 | i
CCCCC(=O)Nc1c(C)cc(C)cc1Cl | -7.0% | i | -2.5 | -4.9 | 4.2% | 1.8% | -2.8 | i
C=CCn1c(CSc2ccc(C)cc2)n[nH]c1=S | -16.8% | · | 1.9 | 3.7 | 3.5% | -0.9% | 11.4 | -23.3%
COc1ccc(C)c2sc(NC(=O)c3cccc(N4C(=O)CCC4=O)c3)nc12 | 2.4% | i | 1.8 | -3.6 | 2.8% | 0.0% | -1.9 | -21.4%
COC(=O)c1cccc(OC(N)=O)c1 | -4.2% | i | -2.0 | 2.2 | 16.2% | 0.7% | -10.3 | i
O=C(COc1cccc(C(F)(F)F)c1)Nc1ccccc1N1CCCCC1 | 0.0% | i | 0.2 | 0.5 | -7.5% | 0.2% | 6.1 | -11.5%
O=C(Nc1ccccc1C(F)(F)F)c1cccnc1 | 9.4% | i | -0.2 | -4.4 | -6.1% | 1.0% | 11.9 | i
Cn1nc(C(C)(C)C)cc1C(=O)N1CCCCC1c1cc(C(=O)NCc2ccccc2)no1 (stereo not drawn) | -2.2% | i | -5.0 | -5.1 | -3.3% | · | -18.1 | -44.2%[inhibitor]
CCOc1ccc(-n2c(N)c(C(=O)NCc3cccnc3)sc2=S)cc1 | 4.8% | i | -1.3 | 5.3 | 1.2% | 2.9% | 6.0 | i
COc1cc(C(=O)OCC(=O)c2c[nH]c3ccccc23)ccc1OCC(=O)N1CCOCC1 | -4.8% | i | -2.9 | -0.6 | 10.4% | -15.7% | 20.9 | -8.1%[57.5 µM]
COc1cccc(-c2csc(NC(=O)Oc3ccccc3)n2)c1 | -4.0% | i | -0.6 | -2.3 | 4.5% | -2.9% | -16.1 | i
Cc1ccc(NC(=O)CSc2nnc(CNC(=O)c3ccco3)o2)cc1 | 6.8% | i | -0.7 | -10.0 | 0.6% | 0.6% | -9.4 | i
O=C(CN1C(=O)NC(CCc2ccccc2)C1=O)Nc1ccccc1C(F)(F)F (stereo not drawn) | -16.8% | i | -0.5 | -4.7 | 4.5% | 0.9% | -2.8 | i

Pulled one by one from the list above (3):
SMILES | EPAC2 antagonist | Akt phos inh | CCT modulator | DRD3 agonist | EPAC2 ag | Mm-Cpn inhibitor | D3 antag | PTHR1 ag
COc1cc(C(=O)OCC(=O)c2c[nH]c3ccccc23)ccc1OCC(=O)N1CCOCC1 | -4.8% | i | -2.9 | -0.6 | 10.4% | -15.7% | 20.9 | -8.1%[57.5 µM]
O=C(Oc1ccccc1Cl)c1ccc2c(=O)n3c(nc2c1)CCC3 | 0.4% | i | -2.7 | 0.0 | -9.3% | -0.2% | -0.4 | i
CCOc1ccc(-n2c(N)c(C(=O)NCc3cccnc3)sc2=S)cc1 | 4.8% | i | -1.3 | 5.3 | 1.2% | 2.9% | 6.0 | i

Additional compounds
SMILES | EPAC2 antagonist | Akt phos inh | CCT modulator | DRD3 agonist | EPAC2 ag | Mm-Cpn inhibitor | D3 antag | PTHR1 ag
O=C(O)c1cc(S(=O)(=O)NC23CC4CC(CC(C4)C2)C3)ccc1Cl | -4.0% | i | 1.5 | 20.6 | -0.9% | 2.0% | 13.0 | i
COc1ccc2[nH]c(C(=O)N3CCNCC3)cc2c1OC | -7.3% | i | 0.6 | -5.4 | 2.4% | 0.0% | 2.5 | i
O=c1[nH]c(=O)n(-c2ccccc2)c2c1C(C(F)(F)F)(C(F)(F)F)N=C(CCC1CCCCC1)N2 | 1.9% | i | 1.1 | -6.2 | -6.6% | -1.2% | 3.9 | i
COc1ccccc1C(=O)Nc1ccc(C(=O)Nc2ccccc2C(=O)O)cc1 | -5.4% | i | -1.5 | 20.5 | 3.6% | -1.5% | 119.1 | -23.1%
N=C1/C(=C\c2ccc(SCc3ccco3)o2)C(=O)N=C2SC=NN12 | 16.7% | i | 0.9 | -3.2 | -3.6% | -4.0% | 10.3 | i
CN(Cc1ccccc1)C(=O)c1cc2ccccc2o1 | -0.6% | i | -1.3 | 0.0 | 0.0% | 0.7% | -9.3 | -10.2%
Cn1cc(CN2CCN(Cc3ccccc3)C(CCO)C2)c(-c2ccccc2)n1 (stereo not drawn) | 4.1% | i | 0.4 | -15.5 | 0.0% | -6.0% | -26.9 | 27.1%
CCOc1cc(N2CCOCC2)c(OCC)cc1NS(=O)(=O)c1cc(NC(C)=O)ccc1OC | -14.4% | i | -8.6 | -2.4 | -6.8% | -0.5% | 9.2 | -10.8%
COC1(c2cc(-c3ccccc3)nc(N)n2)CCCCC1 | -1.1% | i | 0.8 | 11.3 | -2.6% | -21.7% | 16.3 | 8.2%[57.5 µM]
Clc1ccc(OCc2nn3c(-c4ccccc4)nnc3s2)c(Cl)c1 | 2.8% | i | -1.4 | 7.5 | -8.1% | 0.6% | 20.4 | i
COCc1ccc(C(=O)N2CCCC(Nc3ccc(F)c(F)c3)C2)s1 (stereo not drawn) | -4.3% | i | -5.4 | -7.9 | 5.6% | ? | -29.9 | -41.2%[inhibitor]
CCOC(=O)c1ccccc1NC(=O)C1COc2ccccc2O1 (stereo not drawn) | -7.9% | i | -4.0 | -3.3 | 13.6% | 1.2% | -17.3 | i
CCN(CC)C(=O)Cn1cc(C(=O)C(=O)N2CCN(C)CC2)c2ccccc21 | 0.4% | i | -0.3 | 11.3 | 1.8% | -1.1% | 2.5 | -13.5%
COc1ccc2[nH]c(=O)c(CNc3ccc(C)cc3C)cc2c1 | -7.0% | i | 1.0 | -9.0 | 0.7% | -2.1% | -14.1 | -4.5%
Cc1ccc(S(=O)(=O)N(C)CC(=O)N/N=C/c2ccc(C)o2)cc1 | 18.2% | i | -2.7 | 4.8 | 15.2% | -20.1% | 2.6 | i
CN(C)c1nc2c(N)ncnc2n1[C@H]1O[C@@H](CO)[C@H](O)[C@@H]1O | 4.4% | i | -1.8 | 0.6 | 4.5% | 0.6% | 0.0 | i
COc1cccc(N2CCN(C3CC(=O)N(c4ccc(F)c(Cl)c4)C3=O)CC2)c1 (stereo not drawn) | 1.8% | i | 1.7 | 1.1 | -7.9% | 1.0% | -0.4 | -22.9%
O=C(c1ccc2c(=O)n(-c3ccccc3)c(=O)[nH]c2c1)N1CCN(c2ccc(F)cc2)CC1 | 1.5% | · | -0.1 | 0.4 | 8.9% | 1.1% | 19.0 | i
COc1cc2c(c3oc(-c4ccccc4)cc(=O)c13)C=CC(C)(C)O2 | ? | i | -1.3 | 19.1 | 15.1% | · | 36.5 | -11.6%
O=C(NCCCN1CCOCC1)c1ccccc1NS(=O)(=O)c1cc([N+](=O)[O-])ccc1Cl | 6.7% | i | 0.9 | -3.9 | -0.9% | 0.9% | 0.0 | i
CCn1c(SCC(=O)NCCc2ccc(Cl)cc2)nnc1-c1cccs1 | 6.8% | i | -1.1 | -2.2 | 3.7% | -3.1% | -25.7 | i
COc1cc(NC(=O)CCn2c(=O)[nH]c3ccsc3c2=O)cc(OC)c1 | 2.7% | i | -3.0 | 13.6 | 3.6% | -2.5% | -16.8 | -15.4%
COc1ccc(NS(=O)(=O)c2ccc3c(c2)CCN3C(=O)CCC(=O)O)cc1OC | 6.1% | i | -2.3 | 5.3 | 3.3% | 0.1% | -7.7 | -60.5%[inhibitor]
CCOC(=O)c1sc(NN=C(C(=O)OC)C(=O)OC)c(C(=O)OCC)c1C | -11.9% | i | 1.2 | -5.4 | 26.2% | 0.0% | -20.5 | -1.0%

Entries of single compounds, looked up by structure. Screens in order: EPAC2 antagonist, Akt phos inh, CCT modulator, DRD3 agonist, EPAC2 ag, Mm-Cpn inhibitor, D3 antag, PTHR1 ag
CCn1c(SCC(=O)NCCc2ccc(Cl)cc2)nnc1-c1cccs1 as listed: 6.8%, i, -1.1, -2.2, 3.7%, -3.1%, -25.7, i
COC1(c2cc(-c3ccccc3)nc(N)n2)CCCCC1 as listed: -1.1%, i, 0.8, 11.3, -2.6%, -21.7%, 16.3, 8.2%[57.5 µM]
